Large T inhibition – SV40 large T antigen inhibitors, biochemical (AID 1903) | inhibition, % at 20 µM, or IC50 in µM where a hit was titrated | hit rate 0.39% among 310,000 | SV40 large T antigen ATPase/helicase inhibition assay; higher % means a stronger effect; in the data active = a potency from the dose series; inconclusive = inhibition mostly from about 32% at the one dose, without a potency; inactive = the rest, 99 in 100 with inhibition below about 32%; also: strong numbers were not always called active
West Nile virus CPE – West Nile virus antiviral activity, cell-based, CPE readout (AID 1621); West Nile virus-infected cells, CPE inhibition; higher % means a stronger effect; CPE inhibition, % at 10 µM; hits with a dose series show IC50 in µM; hit rate 0.02% among 290,000; in the data active = a potency from the dose series; inconclusive = CPE inhibition mostly from about 3.7% at the one dose, without a potency; inactive = the rest, 99 in 100 with CPE inhibition below about 2.2%; also: strong numbers were not always called active
RSV CPE inhibition – RSV antiviral activity via CPE protection, HEp-2 cells, primary 10 µM value included (AID 2391); CPE inhibition, % at 10 µM; hits with a dose series show IC50 in µM; hit rate 0.13% among 310,000; HEp-2 cells, RSV-induced CPE inhibition; higher % means a stronger effect; in the data active = a potency from the dose series; inconclusive = CPE inhibition mostly from about 23% at the one dose, without a potency; inactive = the rest, 99 in 100 with CPE inhibition below about 21%; also: strong numbers were not always called active
T cell modulator – modulators of CD8 T cell-vesicle binding, primary screen, mouse 2C CD8+ T cells, flow cytometry. hit rate 0.068% among 330,000. calls only at 7 µM. 2C CD8+ T cell-vesicle binding; hits give low values;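 active = response, share of CD8 T cells binding vesicles, and their 90th percentile fluorescence all below set limits, cut at about 80% in these data, passing the limit was not always enough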
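Assay system – 2C mouse CD8+ T cells · Also added – QL9-loaded Drosophila micro-vesicles · Timing – Cell–vesicle co-incubation 1.5 h at 37 °C, staining 20 min on ice · Signal – flow cytometry of vesicle-bound cells · Measure – percent CD8+ FL2 mean versus row control · Controls – Peptide-free naked vesicles (low) and QL9 vesicles with 0.7% DMSO vehicle (high)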
WT yeast gro inh – growth inhibition of WT strain, primary screen, mitochondrial fusion inhibitor project, WT and mutant strains, chemical genetic; AID 1362, 2008; mitochondrial fusion phenotypic screen; inhibition, % at 10 µM; hit rate 2.1% among 190,000; in the data active = inhibition above about 58%; tested in S. cerevisiae
Myeloid diff MLP – induction of myeloid progenitor differentiation, primary screen, cell-based, flow cytometry, MLPCN library. ER-HoxA9 myeloid progenitors, lysozyme-GFP differentiation. hit rate 1% among 360,000. AID 624256, 2012. calls only at 10 µM;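 active = normalized GFP-positive differentiation at or above the plate's own cutoff, the solvent-only control mean plus 3 SD; inconclusive = no clear call, values can overlap the other calls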;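 also: cells exposed to compound for four days before flow analysis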
MgcRacGAP inhibition – MgcRacGAP GTPase-activating activity inhibitors, confirmation, biochemical, ADP Hunter fluorescence; Rac GTPase-activating protein 1 (Homo sapiens); MgcRacGAP-stimulated Rac1 GTP hydrolysis, ADP Hunter fluorescence; higher % means a stronger effect; GST-tagged Rac1 F28L mutant substrate; inhibition, % at 30 µM; hits with a dose series show IC50 in µM; hit rate 0.6% among 340,000; AID 624330, 2012;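 active = first-screen hits whose inhibition reached a set limit at any dose in the follow-up dose series; inconclusive = inhibition above the set first-screen limit but never retested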;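 also: fluorescence reports GDP produced by GAP-driven GTP hydrolysis; strong numbers were not always called active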
bCat nuc transl – modulators of beta-catenin nuclear translocation, primary screen, imaging, HeLa cells, immunofluorescence, high-content; nuclear translocation activity, % at 5 µM; hit rate 0.3% among 190,000;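 active = nuclear translocation activity above 50% at 5 µM, with a well cell count of 50 or more; inconclusive = wells under 50 cells across six images, flagged as toxic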;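 also: per-cell ratio of nuclear to cytoplasmic median beta-catenin stain intensity; plate controls were DMSO negative control for no effect and GSK-3 inhibitor IX positive control for full effect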
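Read-out: Nuclear/cytoplasmic beta-catenin signal ratio, % activation | Assay system: Human HeLa cell line | Times: 24 h compound exposure at 37°C, 5% CO2 | Signal: Fluorescence imaging of beta-catenin antibody stain plus DAPI | Dosing: 5 µM primary, 0.02–20 µM confirmation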
Salmonella PhoP GFP – inhibitors of PhoP regulon expression, primary screen, Salmonella Typhimurium, GFP reporter (AID 1863) | S. Typhimurium PhoP-regulated promoter GFP reporter, 4 h; higher % means a stronger effect | inhibition, % at 50 µM, or IC50 in µM where a hit was titrated | hit rate 0.16% among 300,000;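 active = inhibition over 29.93%, a cutoff 3 SD above the screen mean, later confirmed by dose response; inconclusive = inhibition over 29.93% but no dose response follow-up; inactive = inhibition at most 29.93% or unconfirmed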;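 also: 0% = low Mg2+ inducing control and 100% = high Mg2+ repressing control; strong numbers were not always called active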
WT yeast gro inh mutant strain – also measured in WT yeast gro inh; calls as there; inhibition, %; mitochondrial fusion phenotypic screen, mutant strain inhibition
bCat nuc transl cell count 5 µM – also measured in bCat nuc transl; calls as there; cell count; measured here: cell count, cytotoxicity flag
T cell modulator vesicle-bound % – recorded beside T cell modulator, whose call it bears; double positive events, %; measured here: CD8+ vesicle-bound cell fraction;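 binding gate set so that unloaded-vesicle control wells show 10% double positive cells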
Myeloid diff MLP GFP+ MAC1+ % – second read-out of Myeloid diff MLP, no call of its own (marks repeat the call); GFP+ MAC1+ double positive, %; measured here: differentiation confirmed by MAC1 staining
The depositor's hits bear a star; i = inactive; ? = inconclusive; . = no result given; + = active, no number.

SMILES	Large T inhibition	West Nile virus CPE	RSV CPE inhibition	T cell modulator	T cell modulator vesicle-bound %	WT yeast gro inh	WT yeast gro inh mutant strain	Myeloid diff MLP	Myeloid diff MLP GFP+ MAC1+ %	MgcRacGAP inhibition	bCat nuc transl	bCat nuc transl cell count 5 µM	Salmonella PhoP GFP
CC1CCN(c2c(NCC3CCC(C(=O)NCc4ccccc4)CC3)c(=O)c2=O)CC1 (centres undefined)	4%	.	1.3%	i	48	-11	-14	i	2.7	12%	-1.9	626	-6%
CCOc1ccc2c(c1)c1nnc(SCC3CCCO3)nc1n2C (centres undefined)	19%	-0.8%	51%	i	13	-17	3	i	0.8	7%	-6.1	1028	3%
CCOC(=O)c1c(S(=O)(=O)N2c3ccccc3CC2C)c(C)n(C)c1C (centres undefined)	5%	-0.1%	3.6%	i	28	.	.	i	0.0	10%	.	.	5%
O=[N+]([O-])c1cccc(/C=C/c2nc(C=Nc3ccc4ccccc4c3)c(O)o2)c1	8%	.	3.6%	i	44	14	8	+	1.3*	2%	.	.	-7%
Cc1[nH]c2ccccc2c1C(=O)CN1CCN(C/C=C/c2ccccc2)CC1	6%	-1.3%	-0.4%	i	45	-9	-1	i	0.3	2%	-2.2	792	2%
Nc1nc(Nc2cccc(Cl)c2)nc(NCc2ccco2)c1[N+](=O)[O-]	15%	-0.6%	-0.1%	i	26	.	.	i	0.2	-1%	1.1	933	-14%
CCN(CC)S(=O)(=O)c1ccc(S(=O)(=O)N(Cc2ccccn2)Cc2ccco2)cc1	2%	0.0%	2.9%	i	16	-5	-5	i	0.7	1%	0.6	1032	10%
CCc1cccc(CC)c1NC(=O)CN1CCc2cc(OC)c(OC)cc2C1	8%	-2.1%	-0.5%	i	16	.	.	.	.	25%	.	.	7%
CCC(C)(C)NC(=O)C1CCCN(S(=O)(=O)c2ccc3c(c2)CC(C)N3C(=O)C2CC2)C1 (centres undefined)	3%	-0.1%	0.5%	i	18	.	.	i	0.4	5%	.	.	-7%
CCCCNc1nnc(SCC(=O)N2CCN(S(=O)(=O)c3ccc4ccccc4c3)CC2)s1	1%	0.4%	43%	i	17	1	2	i	1.9	-1%	-3.7	1329	-10%
COc1ccc(/C=C(\NC(=O)c2ccc(Cl)cc2)C(=O)NCC2CCCO2)cc1OC (centres undefined)	10%	0.1%	1.6%	i	26	.	.	i	0.5	7%	.	.	-5%
COc1cccc(CN2CCN(c3nc4nonc4nc3N3CCCCC3)CC2=O)c1	0%	-1.1%	0.9%	i	0	6	-7	i	0.3	7%	1.6	1014	-1%
O=C1CC(N2CCN(C(c3ccccc3)c3ccccc3)CC2)C(=O)N1 (centres undefined)	3%	0.0%	-0.2%	i	38	15	8	i	0.7	11%	-3.5	964	-4%
CCCCN(CCCC)NC(=O)c1ccccc1	4%	0.0%	2.4%	i	8	3	-5	i	0.2	-16%	-0.6	1127	4%
COc1cc(C(=O)O/N=C(\N)c2ccncc2)cc(OC)c1OC	4%	-0.2%	-1.6%	i	61	-3	1	i	12	-2%	0.7	1301	-2%
CC1=CC(C)C2(CO)COC(c3cccnc3)C1C2C (centres undefined)	4%	-0.6%	1.0%	i	50	13	-3	i	0.4	-7%	-2.0	482	4%
O=C(Nc1cccc([N+](=O)[O-])c1)N1CCCc2ccccc21	3%	-0.5%	0.5%	i	51	.	.	i	0.3	5%	.	.	11%
Cc1cccc(NC(=O)c2ccc(COc3ccccc3)o2)n1	16%	-0.8%	3.5%	i	9	.	.	i	3.6	-1%	.	.	0%
C=CCNC(=O)CC12CC3CC(C1)CC(CC(=O)NCC=C)(C3)C2	0%	-0.3%	2.3%	i	46	-7	5	i	0.3	1%	0.4	1080	-4%
CC1=C(Cl)C2=NS(=O)(=O)CCN2C=C1Cl	3%	-0.3%	1.9%	i	46	-3	-3	i	0.1	8%	0.6	1046	5%
CCCCn1c(N)c(N(CC(C)C)C(=O)C2CC(=O)N(c3ccc(C)cc3)C2)c(=O)[nH]c1=O (centres undefined)	11%	.	-1.9%	i	44	.	.	i	0.8	7%	.	.	-5%
Cc1cnc(C(=O)N2CCCC(C(=O)c3cccc(OC(C)C)c3)C2)cn1 (centres undefined)	11%	-1.2%	3.5%	i	21	-21	-14	i	0.9	-5%	-0.3	970	-8%
O=C(N/N=C/c1ccc(-c2cccc([N+](=O)[O-])c2)o1)[C@H]1C[C@@H]1c1ccccc1	2%	-0.4%	9.8%	i	48	22	3	i	0.4	6%	-1.6	1018	-1%
CSc1nnc(-c2cccn(Cc3ccccc3)c2=O)o1	7%	-0.7%	1.3%	i	52	-7	13	i	0.6	1%	0.6	1053	-1%
NC(=O)COC(=O)CNC(=O)c1sc2ccccc2c1Cl	5%	0.5%	1.1%	i	42	-13	17	i	0.2	4%	-1.8	1080	-1%
CC(NC(=O)Cn1c(=O)oc2cc(S(=O)(=O)N3CCCC3)ccc21)c1ccccc1 (centres undefined)	-4%	-0.2%	0.8%	i	37	-18	-6	i	1.0	2%	2.1	1177	-4%
Cc1ccc(S(=O)(=O)/N=C(/Nc2ccccn2)c2ccc(Cl)cc2)cc1	-14%	-0.1%	-2.2%	i	17	-6	-4	i	0.7	11%	-2.0	1161	2%
COc1ccc(C(=O)OCC(=O)NCc2ccccc2)c(OC)c1OC	12%	1.0%	0.9%	i	45	10	4	i	0.3	4%	-0.1	1149	2%
CCN1C(=O)C(O)(CC(=O)c2ccc(-n3cccc3)cc2)c2ccccc21 (centres undefined)	9%	0.0%	0.3%	i	30	8	6	i	0.4	11%	-1.0	1231	-16%
O=C1CC(c2ccco2)CC(O)=C1C=Nc1cc(Cl)ccc1O (centres undefined)	?	-0.1%	-0.6%	i	41	-3	3	i	1.4	5%	-4.2	744	-4%

3 records drawn at random from those above:
SMILES	Large T inhibition	West Nile virus CPE	RSV CPE inhibition	T cell modulator	T cell modulator vesicle-bound %	WT yeast gro inh	WT yeast gro inh mutant strain	Myeloid diff MLP	Myeloid diff MLP GFP+ MAC1+ %	MgcRacGAP inhibition	bCat nuc transl	bCat nuc transl cell count 5 µM	Salmonella PhoP GFP
O=C(N/N=C/c1ccc(-c2cccc([N+](=O)[O-])c2)o1)[C@H]1C[C@@H]1c1ccccc1	2%	-0.4%	9.8%	i	48	22	3	i	0.4	6%	-1.6	1018	-1%
Cc1cccc(NC(=O)c2ccc(COc3ccccc3)o2)n1	16%	-0.8%	3.5%	i	9	.	.	i	3.6	-1%	.	.	0%
COc1ccc(/C=C(\NC(=O)c2ccc(Cl)cc2)C(=O)NCC2CCCO2)cc1OC (centres undefined)	10%	0.1%	1.6%	i	26	.	.	i	0.5	7%	.	.	-5%

Next section
SMILES	Large T inhibition	West Nile virus CPE	RSV CPE inhibition	T cell modulator	T cell modulator vesicle-bound %	WT yeast gro inh	WT yeast gro inh mutant strain	Myeloid diff MLP	Myeloid diff MLP GFP+ MAC1+ %	MgcRacGAP inhibition	bCat nuc transl	bCat nuc transl cell count 5 µM	Salmonella PhoP GFP
CCC(C)NC(=O)c1cnn2c(C)c3c(nc12)CCCC3 (centres undefined)	7%	-0.4%	4.0%	i	49	-6	-42	i	12	7%	2.1	1296	-2%
O=C(CSc1nnc(-c2cccs2)n1Cc1ccccc1)N1CCc2ccccc2C1	1%	-0.2%	4.8%	i	54	70*	40*	i	1.3	10%	4.1	1396	16%
Cc1ccc(S(=O)(=O)NC(CC(C)C)C(=O)N2CCCC2)cc1 (centres undefined)	4%	0.3%	0.6%	i	9	.	.	i	0.4	6%	.	.	4%
CCn1cc(C2=NC(C)CO2)c2ccccc21 (centres undefined)	22%	-0.6%	1.3%	i	11	.	.	i	8.9	2%	.	.	-2%
CC1C(=O)Nc2ccc(S(=O)(=O)N3CCc4ccccc4C3)cc2NC1=O (centres undefined)	6%	-0.5%	4.1%	i	63	.	.	i	0.3	6%	.	.	-1%
CCOC(=O)N1CCN(c2cc3[nH]c(=S)[nH]c3cc2F)CC1	8%	.	2.9%	i	39	3	-1	i	1.8	8%	-0.6	1064	-8%
O=C(O)CCn1c(SCCOc2ccccc2)nc2ccccc21	-1%	0.6%	1.0%	i	46	.	.	i	0.5	12%	.	.	10%
NS(=O)(=O)c1cc2c(cc1Cl)NC(CSCc1ccccc1)=NS2(=O)=O	2%	0.1%	-1.7%	i	26	-3	-22	i	1.2	2%	.	.	0%
CC1(C)CC(=O)C2=C(C1)N(Cc1cccnc1)C(=O)C2(NC(=O)c1ccc(F)cc1)C(F)(F)F (centres undefined)	1%	-0.2%	0.6%	i	7	3	7	i	0.6	5%	-4.7	899	-3%
c1csc(CNc2nc(-c3cccs3)nc3ccccc23)c1	8%	-0.2%	5.9%	i	61	79*	64*	i	0.2	11%	-2.0	1132	0%
Cc1cc2ncn(C(=O)c3c(-c4ccccc4Cl)noc3C)c2cc1C	4%	-0.1%	0.6%	i	50	-6	10	i	0.8	11%	4.8	1433	-18%
Cc1nc(C)c(C(=O)C2=C(O)C(=O)N(CCN3CCOCC3)C2c2cccs2)s1 (centres undefined)	5%	0.2%	1.1%	i	12	14	2	i	0.6	3%	0.2	1182	-10%
Cc1cccc(NC(=O)COC(=O)c2ccc([N+](=O)[O-])o2)c1C	11%	0.4%	0.7%	i	54	-1	-8	i	0.3	2%	-1.5	1133	-1%
CC1CC(C)CN(C(=O)C2CC(=O)N(c3ccc(F)cc3)C2)C1 (centres undefined)	11%	1.0%	2.3%	i	20	.	.	i	0.5	-7%	.	.	1%
COc1ccc(CCNC(=O)c2cc(COc3c(F)cccc3F)on2)c(OC)c1	17%	-1.5%	3.8%	i	21	.	.	i	3.5	5%	.	.	6%
CC(=O)N[C@@H](C)C(=O)N1CCC(n2nccc2NC(=O)CCCc2ccccc2)CC1	-1%	12%	0.6%	i	38	.	.	i	1.3	1%	.	.	7%
CC(OC(=O)c1cccnc1Cl)C(=O)Nc1ccc2c(c1)OCCO2 (centres undefined)	11%	0.4%	2.5%	i	36	-37	-9	i	0.8	4%	-0.7	1169	-7%
